Screens (PubChem)
PTHR1 ag: qHTS for PTHR1 Agonists: Primary Screen | Parathyroid hormone/parathyroid hormone-related peptide receptor (Homo sapiens), Q03431 | HEK293 GP2 PTHR1 cells, GloSensor cAMP luminescence, 1 h | Potency, µM (top dose mostly 115 µM), without a hit: at the highest dose activation, hits mostly activators | 0.075% of 410,000 active | AID 743266, 2014; further: potency means the concentration at half of the fitted maximal effect; nearly all actives have a fitted effect of over 55% in size; some results filed as inactive show a strong effect at the top dose; inactives centre near -15; many of its hits are not listed in these tables
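HEK-293-derived GP2 cells expressing PTHR1 and a GloSensor cAMP reporter, 3,000/well, plated overnight, given luciferin plus IBMX (each 0.5 mM as added) for 1 h at 37 °C, then compound for 1 h at 37 °C. Luminescence was read after 15 min at room temperature.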
EPAC2 ag: qHTS for Agonist of cAMP-regulated guanine nucleotide exchange factor 4 (EPAC2): primary screen | Potency, µM (series often up to 154 µM), for inactives: top-dose activation, most hits filed as activators | Rap guanine nucleotide exchange factor 4 (Homo sapiens), Q8WZA2 | 0.079% of 360,000 active | EPAC2 activation, biochemical qHTS; response scale: 100% = 6.5 mM cAMP response | AID 720711, 2013; further: potency means the concentration at half of the fitted maximal effect; nearly all actives have a fitted effect of over 50% in size
Target sequence (Q8WZA2 whole entry, looked up): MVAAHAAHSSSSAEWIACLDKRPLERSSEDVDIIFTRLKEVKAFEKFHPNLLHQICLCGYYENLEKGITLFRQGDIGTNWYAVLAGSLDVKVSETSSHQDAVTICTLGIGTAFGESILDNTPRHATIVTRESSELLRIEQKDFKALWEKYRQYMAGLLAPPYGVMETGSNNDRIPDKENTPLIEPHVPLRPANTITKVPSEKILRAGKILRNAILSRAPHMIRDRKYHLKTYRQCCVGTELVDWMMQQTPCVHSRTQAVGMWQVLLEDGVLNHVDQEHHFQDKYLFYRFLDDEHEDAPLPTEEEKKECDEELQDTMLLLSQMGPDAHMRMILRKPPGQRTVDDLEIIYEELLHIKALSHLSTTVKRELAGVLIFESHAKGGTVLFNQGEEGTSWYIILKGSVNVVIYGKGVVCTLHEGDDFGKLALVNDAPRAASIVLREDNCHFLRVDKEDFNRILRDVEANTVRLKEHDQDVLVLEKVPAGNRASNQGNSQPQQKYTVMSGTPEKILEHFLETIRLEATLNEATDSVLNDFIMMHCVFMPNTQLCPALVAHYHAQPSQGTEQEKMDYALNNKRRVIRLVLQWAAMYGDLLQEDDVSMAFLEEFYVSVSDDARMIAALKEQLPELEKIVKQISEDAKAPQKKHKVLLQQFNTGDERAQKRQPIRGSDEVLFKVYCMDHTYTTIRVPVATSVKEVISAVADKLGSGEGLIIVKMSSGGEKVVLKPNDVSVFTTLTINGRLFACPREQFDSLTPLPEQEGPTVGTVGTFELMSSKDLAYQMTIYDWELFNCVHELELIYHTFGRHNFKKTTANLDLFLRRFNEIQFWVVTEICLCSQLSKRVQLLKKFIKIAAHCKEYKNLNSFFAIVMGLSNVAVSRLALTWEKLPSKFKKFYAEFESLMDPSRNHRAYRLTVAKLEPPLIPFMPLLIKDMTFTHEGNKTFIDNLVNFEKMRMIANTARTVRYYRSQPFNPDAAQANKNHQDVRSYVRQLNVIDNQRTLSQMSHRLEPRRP
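Nucleotide exchange monitored as fluorescence drop when BODIPY-GDP leaves Rap1B. Reaction: 100 nM EPAC2, 250 nM RAP1B-BODIPY-GDP, 50 uM GDP, room temperature, kinetic read over 30 min. Activity expressed relative to 6.5 mM cAMP.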
pAkt inh: HTS Assay for Inhibitors of Akt Phophorylation: Primary Screen. Neuro2A IGF-stimulated pAkt S473 HTRF, 20 min; stronger effect = lower value. activity change, % for hits at 50 µM. 0.32% of 360,000 active; in the data active means activity change below about -80%; inconclusive means mostly about -51% to -80%; further: on the % scale 0 is the no-effect control and ±100 the full control effect
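Neuro2A cells (4,500/well, DMEM with 0.5% FBS) were treated with compound at a single 50 µM final concentration, stimulated with 6 nM IGF for 20 min at 37 °C, and lysed. Phospho-Akt Ser473 was read by HTRF as 665/615 ratio ×10^4.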
D3 antag: qHTS of D3 Dopamine Receptor Antagonist: qHTS. D(3) dopamine receptor (Homo sapiens), P35462. D3R cells, DiscoveRx beta-arrestin luminescence, antagonist mode; stronger effect = lower value. max response, negative = inhibition, %. 2.5% of 360,000 active. AID 652054, 2013; in the data active means max response below about -50%; inconclusive means no clear call, values can overlap the other calls; further: on the % scale 0 is the no-effect control and ±100 the full control effect; mostly tested at two doses, the higher about 12 µM
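Cells plated overnight at 1500 cells/well, then exposed to library compounds with dopamine controls for 90 minutes at 37 degrees C. DiscoveRx reagent added for 30–60 minutes at room temperature; luminescence read, quantitative HTS format.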
Mm-Cpn inhibitor: Inhibitors of TCP-1 ring complex (TRiC) of Methanococcus maripaludis (MmCpn): qHTS | Chaperonin Mm-Cpn (Methanococcus maripaludis) | purified Mm-Cpn ATPase, ADP Transcreener TR-FRET | Potency, µM (top dose mostly 76.9 µM), for the others: top-dose activity, negative = inhibition, most hits filed as inhibitors | 0.031% of 330,000 active; further: potency means the concentration at half of the fitted maximal effect; on the % scale 0 is the no-effect control and ±100 the full control effect; nearly all actives have a fitted effect of over 80% in size
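Eu-cryptate anti-ADP/ADP-d2 competition gives a ratio inversely related to ADP. Enzyme at 25 nM was pre-exposed to compound for 10 min, then given 10 uM ATP for 30 min, 37°C throughout.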
CCT modulator: High-Throughput Screening for Modulators of Cytosolic Chaperonin Activity; purified chaperonin ATPase assay, HTRF ADP detection, 30 min; activity change, % (no concentration beside the values), hits read low; 0.3% of 360,000 active; in the data active means activity change below about -30%; further: on the % scale 0 is the no-effect control and ±100 the full control effect
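TRiC (40 or 20 nM final, by batch activity) in 30 mM Tris pH 7.4, 100 mM KCl, 5 mM MgCl2, 1 mM DTT was treated with compound at 76 uM single dose, then 10 uM ATP, 30 min at 37 °C. ADP was read by HTRF Transcreener.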
EPAC2 antag: qHTS for Antagonist of cAMP-regulated guanine nucleotide exchange factor 2 (EPAC2): primary screen; EPAC2 GEF exchange of Rap1B-BODIPY-GDP, fluorescence; Potency, µM (doses to about 114 µM), inactives show top-dose activity, negative = inhibition, most hits filed as inhibitors; 0.18% of 360,000 active; AID 720708, 2013; further: potency means the concentration at half of the fitted maximal effect; on the % scale 0 is the no-effect control and ±100 the full control effect; nearly all actives have a fitted effect of over 45% in size; many of its hits are not listed in these tables
DRD3 agonist: qHTS of D3 Dopamine Receptor Agonist: qHTS; D3R DiscoveRx beta-arrestin cells, luminescence, 90 min; max activation, %; 0.58% of 410,000 active; AID 652048, 2013; in the data active means max activation above about 30%; further: 0% is about no effect; mostly tested at two doses, the higher about 12 µM
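Cells at 1500/well, incubated overnight, then treated with pinned compounds (dopamine as control) for 90 min at 37 degrees C. DiscoveRx reagent added for 30 - 60 minutes at room temperature; luminescence read.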
* hit, by the source's call; i = inactive; u = inconclusive; x = no result given; & = joins results of further samples; [ ] = remark or other dose. Unless noted, the call rests on the fitted dose curve; in most records, active means well fitted curve in the direction sought with a large enough effect; inconclusive means small, poorly fitted or top-dose-only effect, or another doubt; inactive means no such curve, though single readings can be large; an effect the other way counts as inactive or inconclusive. Only part of the results is shown. The share of hits here may be higher or lower than overall.

SMILES	PTHR1 ag	EPAC2 ag	pAkt inh	D3 antag	Mm-Cpn inhibitor	CCT modulator	EPAC2 antag	DRD3 agonist
CCNC(=O)CCSc1nc2cc(Cl)ccc2o1	-2%[57.5 µM]	7%	i	-18	2%	0.0	-3%	3
CCOC(=O)Cn1nc(C)cc1NC(=O)c1cc(OC)c(OC)c(OC)c1	i	3%	i	-4	0%	6.0	2%	-1
CC(=O)c1cccc(NC(=O)c2ccco2)c1	-23%[57.5 µM]	5%	i	-6	-1%	-1.4	-4%	-14
COCCN1C(=O)N[C@@H](c2ccccc2)[C@H](C(=O)OC)[C@H]1C	i	4%	i	16	x	-1.8	-4%	5
C=CCn1c(CSCc2ccc(Cl)cc2Cl)nnc1SCC(=O)Nc1ccc(C(=O)O)cc1	i	14%	i	-14	1%	-2.7	u	-8
CC(=O)N1CCc2cc(Br)cc(S(=O)(=O)N3CCCCCC3)c21	i	3%	i	8	0%	0.5	4%	-1
Cc1cccc(C2CC(c3ccccc3)Nc3nc(N)nn32)c1 (centres undefined)	-14%	0%	i	-15	0%	0.8	-1%	0
CCc1ccc(C(=O)NC(=S)Nc2ccccc2N2CCOCC2)cc1	-14%	16%	i	-19	2%	-3.7	-2%	-1
CC(C)CCn1c(SCC#N)nc2c(sc3ccccc32)c1=O	i	-3%	i	57	-1%	-0.2	3%	1
Cc1ccc(-c2nnn(CC(=O)N(Cc3cccs3)C(C(=O)NC(C)(C)C)c3ccco3)n2)o1 (centres undefined)	i	-2%	i	4	1%	-0.9	-8%	-1
COC(=O)c1nnn(-c2nonc2N)c1CSc1ccccn1	i	-6%	i	-23	2%	0.6	9%	0
COc1cc(C2c3c(n[nH]c3C)C(=O)N2c2ccc(Br)cc2)ccc1O (centres undefined)	i	-6%	i	-18	1%	0.9	-11%	2
CCCCN1C(=O)C(CC(=O)NCC2CCCCC2)CC(C(=O)N(C(C)C)C(C)C)=C1C (centres undefined)	-22%	-1%	i	25	x	2.0	2%	-4
COc1ccc(CCC(=O)NCc2cn3ccccc3n2)cc1	i	5%	i	-2	-3%	1.4	2%	-3
Fc1cnc(N2CCOCC2)nc1N1CCc2ccccc21	-36%[inhibitor][57.5 µM]	15%	i	-5	1%	-3.5	8%	-8
CC(C)OCCCNC(=O)c1cccc2c1C(=O)c1ccc(Cl)cc1S2(=O)=O	-16%	3%	i	27	-2%	-1.4	12%	16
COc1cc(NC(=O)c2nccnc2N)cc(C(=O)Nc2cccc(C(F)(F)F)c2)c1	-7%	-5%&-2%	i	-9&33	-3%	-0.4&-2.2	-7%&-12%	9&-20
O=C(COc1ccccc1)Nc1c(C(=O)N2CCC(N3CCCCC3)CC2)oc2ccccc12	-5%	0%	i	-20	-2%	-1.2	-1%	-20
O=C(c1cnn(-c2ccccc2)c1)c1cc(Br)ccc1O	-39%[inhibitor]	4%	i	26	-4%	-1.6	19%	-2
COc1ccc(OC)c(CC(NC(C)=O)C(=O)NC2CCN(c3nnnn3-c3ccccc3)CC2)c1 (centres undefined)	-24%	1%	i	9	-1%	-0.6	-3%	1

4 entries from above in another layout:
| SMILES | PTHR1 ag | EPAC2 ag | pAkt inh | D3 antag | Mm-Cpn inhibitor | CCT modulator | EPAC2 antag | DRD3 agonist |
| --- | --- | --- | --- | --- | --- | --- | --- | --- |
| CC(C)OCCCNC(=O)c1cccc2c1C(=O)c1ccc(Cl)cc1S2(=O)=O | -16% | 3% | i | 27 | -2% | -1.4 | 12% | 16 |
| COc1cc(NC(=O)c2nccnc2N)cc(C(=O)Nc2cccc(C(F)(F)F)c2)c1 | -7% | -5%&-2% | i | -9&33 | -3% | -0.4&-2.2 | -7%&-12% | 9&-20 |
| O=C(COc1ccccc1)Nc1c(C(=O)N2CCC(N3CCCCC3)CC2)oc2ccccc12 | -5% | 0% | i | -20 | -2% | -1.2 | -1% | -20 |
| O=C(c1cnn(-c2ccccc2)c1)c1cc(Br)ccc1O | -39%[inhibitor] | 4% | i | 26 | -4% | -1.6 | 19% | -2 |

Further compounds:
SMILES	PTHR1 ag	EPAC2 ag	pAkt inh	D3 antag	Mm-Cpn inhibitor	CCT modulator	EPAC2 antag	DRD3 agonist
Cc1cc(C)cc(Oc2coc3cc(O)ccc3c2=O)c1	-27%	12%	i	5	1%	-2.9	u	0
C/C(CC(=O)NCc1ccccc1Cl)=N/NC(=O)c1ccccn1	i	5%	i	-4	3%	-3.1	-3%	7
CN(Cc1nc(-c2cnccn2)no1)CC(O)c1ccccc1 (centres undefined)	-18%	-3%	i	-6	-2%	-3.2	7%	2
COCCn1c(CN2CCc3ccccc3C2)nc2c1c(=O)n(C)c(=O)n2C	-29%	-3%	i	3	-1%	-1.8	2%	5
CCc1ccc(NC(=O)C(=O)NCC(O)c2ccccc2)cc1 (centres undefined)	i	-1%	i	20	0%	1.4	-5%	-13
CCC(C)NC(=S)N1CCN(Cc2ccccc2)CC1 (centres undefined)	i	-5%	i	-13	0%	-0.3	2%	26
CC1=C(C(=O)OC2CCCCC2)C(c2ccc(N(C)C)cc2)NC(=O)N1 (centres undefined)	-1%	-8%	i	9	1%	1.2	-1%	-2
N#C/C(=C\Nc1ccc(F)c(Cl)c1)S(=O)(=O)c1ccccn1	-11%	7%	i	-9	-3%	1.1	9%	-8
Cc1ccc(C2/C(=C(\O)c3c(C)nc4c(C)cccn34)C(=O)C(=O)N2CCN(C)C)o1 (centres undefined)	i	9%	i	0	x	1.1	2%	2
Cc1cc(C)nc(SCc2nnc(SCC(=O)N3CCOCC3)o2)n1	22%	-3%	i	-18	-2%	2.0	21%	3

Laid out differently: 2 of the compounds above.
SMILES | PTHR1 ag | EPAC2 ag | pAkt inh | D3 antag | Mm-Cpn inhibitor | CCT modulator | EPAC2 antag | DRD3 agonist
COCCn1c(CN2CCc3ccccc3C2)nc2c1c(=O)n(C)c(=O)n2C | -29% | -3% | i | 3 | -1% | -1.8 | 2% | 5
CCc1ccc(NC(=O)C(=O)NCC(O)c2ccccc2)cc1 (centres undefined) | i | -1% | i | 20 | 0% | 1.4 | -5% | -13

Some of the entries above, reformatted:
compound: C/C(CC(=O)NCc1ccccc1Cl)=N/NC(=O)c1ccccn1
  PTHR1 ag: i; EPAC2 ag: 5%; pAkt inh: i; D3 antag: -4; Mm-Cpn inhibitor: 3%; CCT modulator: -3.1; EPAC2 antag: -3%; DRD3 agonist: 7

compound: CN(Cc1nc(-c2cnccn2)no1)CC(O)c1ccccc1 (centres undefined)
  PTHR1 ag: -18%; EPAC2 ag: -3%; pAkt inh: i; D3 antag: -6; Mm-Cpn inhibitor: -2%; CCT modulator: -3.2; EPAC2 antag: 7%; DRD3 agonist: 2

(next part)
SMILES	PTHR1 ag	EPAC2 ag	pAkt inh	D3 antag	Mm-Cpn inhibitor	CCT modulator	EPAC2 antag	DRD3 agonist
Cc1ccc(C(=O)Nc2ncccc2C)cc1S(=O)(=O)N1CCCCC1	-29%	1%	i	9	0%	-2.5	-7%	3
Cn1c2nc(=O)[nH]c(=O)c-2cc2ccccc21	i	7%	i	-5	x	0.3	2%	-5
CC(=O)C1=C(C)NC(SCC(N)=O)=C(C#N)C1CC(C)C (centres undefined)	i	0%	i	-2	0%	-3.7	-12%	-23
CC(=O)c1c(C)[nH]c(C(=O)Nc2cc(C)cc(C)c2)c1C	-9%[57.5 µM]	-6%	i	21	1%	-1.7	-6%	-3
CN(C)C(=O)c1ccc(NS(=O)(=O)c2ccc3c(c2)OCCO3)cc1	-52%[inhibitor]	6%	i	24	-4%	-2.7	-2%	11
O=S(=O)(Nc1cccc(-n2cnnn2)c1)c1ccc(F)cc1	i	3%	i	5	0%	-3.9	5%	-16
O=C(OC1CC2CC1[C@H]1CCCCN1C2=O)N1CCOCC1 (some centres undefined)	-19%	3%	i	4	x	0.4	1%	3
COc1ccc(F)cc1-c1cc(C(=O)NCc2cccc(Cl)c2)[nH]n1	i	9%	i	15	x	-1.4	5%	-5
CCn1c(-c2cc(-c3ccc(C)cc3)nc3ccccc23)n[nH]c1=S	i	10%	i	10	-5%	0.5	-6%	17
CC(C)(C)C1CCc2c(sc(NC(=O)CSc3ncn[nH]3)c2C#N)C1 (centres undefined)	i	-25%	i	21	0%	-0.9	-2%	36*
OC(c1ccc(F)c(F)c1)c1nc(-c2ccoc2)cs1 (centres undefined)	-30%	2%	i	-9	x	-1.0	-1%	-14
O=C(c1ccc(CS(=O)Cc2ccccc2Cl)o1)N1CCN(c2cccc(Cl)c2)CC1 (centres undefined)	-87%[inhibitor]	-2%	i	20	2%	1.2	-19%	-11
COc1cccc(NC(=O)CCC(=O)N2CC(C)Oc3ccc(C)cc32)c1 (centres undefined)	-10%	8%	i	0	-3%	-1.4	-4%	-6
O=C(O)Cn1c(P(=O)(O)c2ccccc2)nc2ccccc21	i	-7%	i	-6	-1%	-4.1	1%	-3
CCS(=O)(=O)C1=NSC2=NC(=O)/C(=C\c3ccc(OC(=O)c4ccco4)cc3)C(=N)N21	i	-9%	i	0	4%	-11	-9%	-10
CCOC(=O)CNc1nc(Cl)nc(Nc2ccccc2)n1	i	5%	i	5	-5%	0.2	0%	2
Cc1ccc(C(=O)CN(C(=O)c2ccc(Cl)c(Cl)c2)N2C(=O)C3CCCCC3C2=O)cc1 (centres undefined)	i	1%	i	10	-4%	0.6	-6%	7
COc1ccc(NC(=O)c2ccc3c(c2)n(C)c(=O)n3C)cc1	13%	12%	i	-3	0%	-1.8	9%	-8
COc1ccc(C(=O)NC(=S)NCc2cccnc2)cc1[N+](=O)[O-]	i	0%	i	-21	0%	-3.3	-3%	-3
CCc1ccc(-c2nc(CSCC(=O)NC3CC3)c(C)o2)cc1	-1%	8%	i	-4	-2%	-0.2	-2%	-11
